Assay outcomes deposited in PubChem BioAssay by University of Kansas High Throughput Screening Laboratory.
mHTT CaM bind: inhibitors of human mutant huntingtin-calmodulin interaction; inhibition, % at 15 µM; AID 1671202; actives 3.6% (n = 190,000); AlphaScreen His-mHTT/GST-CaM binding, luminescence;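 further: 0% = both proteins with DMSO and 100% = one protein alone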
Pf apPOL inh: Pf-apPOL DNA polymerase inhibition; inhibition, % at 10 µM; actives 0.25% (n = 210,000); Recombinant Pf-apPOL, molecular beacon fluorescence, 1.5 h; AID 1794808
Numbers without * were called inactive; . = not tested or not shown; & = joins results of further samples. No stated cut-off is given here; in the data, active means inhibition above about 50%; inactive means the rest.

Values run as follows: mHTT CaM bind	Pf apPOL inh
- Cc1ccc(N2NC(=O)/C(=C\c3ccc(-c4ccc(Cl)c(C(=O)O)c4)o3)C2=O)cc1
  29	4
- CCN1CCC2(CC1)N=C(c1ccc(F)cc1)CC(c1cc(Cl)ccc1O)N2 (stereo not drawn)
  28	3
- O=S1(=O)CCC(N=Cc2ccc(-c3cccc(C(F)(F)F)c3)o2)C1 (stereo not drawn)
  20	.
- N#CCS(=O)(=O)Cc1c(F)cccc1Cl
  .	-8
- O=C(Cc1ccccc1[N+](=O)[O-])NCc1ccc2c(c1)OCO2
  -3	1
- Cc1ccc(NC2CCS(=O)(=O)C2)cc1 (stereo not drawn)
  4	1
- O=C(NC1CCCCC1)c1cc(S(=O)(=O)N2CCOCC2)cs1
  2	-6
- O=C(NCc1ccncc1)c1ccc(-c2ccc(F)cc2)s1
  12	-4
- C[C@H]1COc2cc(Br)ccc2S(=O)(=O)N1Cc1cn(Cc2ccc(C(F)(F)F)cc2)nn1
  5	-2
- CN1CCC=C(C(=O)O)C1
  .	-1
- O=C(O)C1=C/C(=C(\c2ccccc2)c2cc(C(=O)O)c(O)c3ccccc23)c2ccccc2C1=O
  -4	.
- CC1=C(C(=O)OCc2cc(C)on2)N2C(=O)[C@@H](NC(=O)OCc3cc(C)on3)[C@H]2SC1
  16	2
- Cc1ccsc1C(O)CNC(=O)C1COc2ccccc2O1 (stereo not drawn)
  -5	-3
- Cc1ccc2occ(C(=O)c3ccccc3)c(=O)c2c1
  26	4
- O=C(CSCc1ccccc1Cl)NC1CC1
  -5	-50
- Cc1ccc(NC(=O)c2ccc(N3C(=O)c4ccccc4C3=O)cc2)nc1
  -4	-8
- CCCCCCCCCCCCCCCCCC1N=CCN1CCO (stereo not drawn)
  .	19
- Cc1ccc(C)c(OCC(=O)Nc2ccccc2F)c1
  -11	1
- CCCc1cc(=O)n2[nH]c(Cc3ccccc3)c(-c3ccccc3OC)c2n1
  0	2
- Cc1cccn2cc(C(=O)NCCN3CCCCC3C)nc12 (stereo not drawn)
  9	-6

3 compounds from above, sorted by count of non-hydrogen atoms, low to high:
Values run as follows: mHTT CaM bind	Pf apPOL inh
- Cc1ccc(C)c(OCC(=O)Nc2ccccc2F)c1
  -11	1
- Cc1ccsc1C(O)CNC(=O)C1COc2ccccc2O1 (stereo not drawn)
  -5	-3
- CC1=C(C(=O)OCc2cc(C)on2)N2C(=O)[C@@H](NC(=O)OCc3cc(C)on3)[C@H]2SC1
  16	2

(next part)
Values run as follows: mHTT CaM bind	Pf apPOL inh
- CCN1CCN(Cc2c(O)cc(C)c3c2OC(=Cc2cc(OC)c(OC)c(OC)c2)C3=O)CC1
  34	-26
- CC=C(C)C(=O)NC(=S)NNC(=O)c1ccc(N(C)C)cc1
  .	-304
- O=C(CC(Sc1ccc(C(F)(F)F)cn1)C(=O)O)c1ccc(Br)cc1 (stereo not drawn)
  .	-6
- Cc1ccc(C2=N/C(=C\c3cccc([N+](=O)[O-])c3)C(=O)O2)cc1C
  0	8
- Cn1c(C2CCN(C(=O)Nc3cccc(C(F)(F)F)c3)C2)nc2ccncc21 (stereo not drawn)
  6	3
- Cn1nc(COc2ccccc2)c2c1CCN(S(C)(=O)=O)C2
  -1	-3
- Cc1c(-c2noc(-c3cccc(F)c3)n2)nnn1Cc1ccccc1
  -7	-4
- COc1ccc(NC(=O)CN2N=NC3C(=O)N(c4ccc(C)cc4)C(=O)C32)cc1OC (stereo not drawn)
  9	2
- COc1ccc(S(=O)(=O)NCC(C)(O)C2CC2)cc1Cl (stereo not drawn)
  -11	0
- O=C(NC1CCCCC1)c1ccc(CN2C(=O)COc3ccccc32)cc1
  -2	-2
- CSC(=NC(C)(C)C)NN=Cc1cc(Cl)cc(Cl)c1O
  .	-2
- O=S1(=O)CCC2CC=CCC21 (stereo not drawn)
  -6	-2
- COCCNC(=O)C1CCCN(c2cc(=O)n(C)c(=O)n2C)C1 (stereo not drawn)
  -6	-5
- Cc1ccc2c(c1)N(c1ccccc1)C=C(C#N)S2(=O)=O
  -4	-2
- CC(=O)c1c(C(C)=O)c(C)n(-c2cc(C)c(C)cc2N)c1C
  22	-12
- Cc1ccc(CN2C(=O)NC3(CCN(C(=O)COc4ccc(C)cc4)CC3)C2=O)cc1
  15	-10
- O=C1NC(=O)/C(=C\c2cc(Br)ccc2OCc2ccc(C(=O)O)cc2)N1
  -2	-4
- CCN(Cc1ccccc1)S(=O)(=O)c1ccc(F)c(C(=O)Nc2ccc(Cl)cc2F)c1
  -3	-2
- Cc1nc2ccccc2nc(C)c1=NOCc1ccccc1F
  -12&-13	4
- Cc1ccc(CNC(=O)C2c3ccccc3CC(=O)N2C(C)C)o1 (stereo not drawn)
  5	5
- O=C(NC(c1ccccc1O)C(NC(=O)c1ccccc1)c1ccccc1O)c1ccccc1 (stereo not drawn)
  .	-1
- O=C(Nc1ccc(Br)cc1F)N1CCCC1c1ccc(F)cc1 (stereo not drawn)
  -11	0
- CC1CCCN(S(=O)(=O)c2ccc3[nH]c4c(c3c2)CCCC4)C1 (stereo not drawn)
  63*	0
- O=C(NC1CC1)c1ccc(OCC2CCCN(C(=O)c3ccc(F)cc3F)C2)cc1 (stereo not drawn)
  1	-4
- Cc1cc(C)c(C#N)c(SCC(=O)c2ccc3c(c2)OCO3)n1
  -2	-1
- Cc1ccc(OCc2nc3ccccc3[nH]2)cc1
  -6	-3
- COc1ccc(NC(=O)Cc2ccc(F)cc2)c(OC)c1
  4	-2
- O=C(CCCn1cnc([N+](=O)[O-])n1)Nc1cc(C(F)(F)F)ccc1Cl
  1	-3
- COc1ccc(NC(=O)Cn2ccc3c(=O)[nH]ccc32)cc1
  18	53*
- CC1(C)CC(NC(=O)C(=O)Nc2ccc(C(C)(C)C)cc2)CC(C)(C)N1
  -2	2
- O=[N+]([O-])c1ccc(S(=O)(=O)N2CCCCCC2)cc1
  2	3
- COc1ccc(-c2ccc(C(=O)N3CCCCC3C)s2)c(OC)c1OC (stereo not drawn)
  2	-4
- CCCCOc1ccc(CSc2ncn[nH]2)cc1
  -12	6
- COC(=O)c1cc(OC)c(OC)cc1NC(C)=O
  .	5
- Cc1ccc(F)cc1NS(=O)(=O)c1cccc2cccnc12
  2	-6
- COc1ccc(NC(=O)C2c3cc(OC)c(OC)cc3C(=O)N(C)C2c2cccnc2)c(OC)c1 (stereo not drawn)
  2	8
- CCOc1ccc2c(=O)c(Oc3ccc(OC)cc3)c(C(F)(F)F)oc2c1
  -2	-3
- Cc1c(C(=O)NC2CC2)oc2ccc(S(=O)(=O)N3CC(C)CC(C)C3)cc12 (stereo not drawn)
  24	-1
- COc1cccc(-c2cc(C3CCN(S(=O)(=O)c4cccc(C#N)c4)CC3)[nH]n2)c1
  -2	-5
- Cc1ccnc(N2CCC(C(=O)Nc3ccccc3F)CC2)n1
  -5	-2
- CCCCOc1ccc2c(C)cc(=O)oc2c1I
  2	-3
- COCCCNC(=O)CN(c1cc(C(F)(F)F)ccc1Cl)S(=O)(=O)c1ccccc1
  -12	-7
- COc1cc(CN2CCN(c3ccccc3)CC2)c([N+](=O)[O-])cc1OC
  17	-10
- Cc1ccc(CNC(=O)Cn2c(=O)n(-c3ccc(C)cc3)c(=O)c3sccc32)cc1
  0	6
- NC(N)=NC(N)=Nc1cccc(C(F)(F)F)c1
  -7	.
- CCN(CC)S(=O)(=O)c1ccc(OC)c(NC(=O)Cn2cnc3c2c(=O)n(C)c(=O)n3C)c1
  6	-9
- Cc1cccc(CS(=O)(=O)NCC2CCN(C(=O)NC(C)(C)C)CC2)c1
  -4	-8
- COc1ccccc1NC(=O)C1CCc2nc(N3CCCCC3)ncc2C1 (stereo not drawn)
  4	1
- CC1CN(S(=O)(=O)Cc2ccccc2)CC1c1nc(-c2ccncc2)no1 (stereo not drawn)
  -3	-1
- O=C(NCC(c1ccco1)N1CCOCC1)c1ccc([N+](=O)[O-])cc1 (stereo not drawn)
  -11	-3

The last 4 entries of the part above are carried over, then new ones follow:
Values run as follows: mHTT CaM bind	Pf apPOL inh
- Cc1cccc(CS(=O)(=O)NCC2CCN(C(=O)NC(C)(C)C)CC2)c1
  -4	-8
- COc1ccccc1NC(=O)C1CCc2nc(N3CCCCC3)ncc2C1 (stereo not drawn)
  4	1
- CC1CN(S(=O)(=O)Cc2ccccc2)CC1c1nc(-c2ccncc2)no1 (stereo not drawn)
  -3	-1
- O=C(NCC(c1ccco1)N1CCOCC1)c1ccc([N+](=O)[O-])cc1 (stereo not drawn)
  -11	-3
- COc1ccc(C2=C/C(=C3/c4ccccc4-c4ncccc43)C(=O)O2)cc1
  42	-2
- Clc1ncnc2c1[nH]c1ccc(Br)cc12
  5	-5
- COc1ccc(C(=O)N2CCC(C(=O)Nc3cc(Cl)ccc3OC)CC2)cc1
  15	-8
- Cc1ccccc1OCC(=O)N1CCCCC1CCN1CCCCC1 (stereo not drawn)
  -1	-15
- CC(C)(C)c1ccc(=O)[nH]n1
  .	-3
- COc1ccc(C(=O)N2CCN(c3cc(C)cc(C)c3)C(=O)C2C)cc1 (stereo not drawn)
  -7	-1
- CCOc1ccc(S(=O)(=O)N2CCSC2c2cccc(Cl)c2)cc1 (stereo not drawn)
  -56	-9
- CCCCCCCCCCCCCCNC(=O)CSc1nncn1C
  .	-12
- Brc1ccc(C=NC2C3CC4CC(C3)CC2C4)cc1 (stereo not drawn)
  -3	1
- COc1cccc(C2CC(c3cc(C)ccc3C)=NN2C(=O)CN2CCCCC2)c1 (stereo not drawn)
  67*	-7
- O=C(Nc1cccc(F)c1)c1cc2n(n1)CCCN(Cc1cccc(F)c1)C2=O
  2	8
- CCC(=O)N1N=C(c2ccc(OC)cc2)CC1c1cc2cc(OC)ccc2nc1Cl (stereo not drawn)
  -6	0
- COc1cccc(-c2cc3ccc(OC(C)=O)cc3oc2=O)c1
  -13	1
- C(=Nc1ccc2c(c1)OCCO2)c1ccc(OCc2ccccc2)cc1
  -6	0
- COc1cc(C(=O)N2CCC(c3noc(-c4ccc(C)cc4)n3)CC2)cc(OC)c1OC
  4	-1
- CCCN(CCC)C(=O)C1CCCN(c2ncnc3c2nc2n3CCCCC2)C1 (stereo not drawn)
  12	0
- CCn1nnc2c(N3CCN(S(=O)(=O)Cc4ccccc4)CC3)ncnc21
  -7	-5
- COc1ccc(-c2cc(C(=O)Nc3ccc(OC)cc3[N+](=O)[O-])c3ccccc3n2)c(OC)c1
  9	-6
- CCN1CCN(Cc2c(C)[nH]c3ccc(C)cc3c2=O)CC1
  1	-7
- Cc1ccc(-n2cnc3cc(C(=O)NCc4ccccn4)ccc32)c(C)c1
  10	28
- CC(NC(=O)c1ccc(N)cc1)C12CC3CC(CC(C3)C1)C2 (stereo not drawn)
  7	5
- CC1CCN(C(=O)CSC2=NN3CCCC(=O)N=C3S2)CC1
  1	-1
- CN(C(=O)CSc1ccccc1)c1ccccc1
  5&-7	1&1
- CCCC(C)C(=O)Nc1ccc(I)cc1 (stereo not drawn)
  -14	1
- Cc1ccc(S(=O)(=O)NCc2c(-c3ccccc3)noc2C)cc1
  .	-10
- COc1ccc(C2CC(=O)C3=C(C2)Nc2ccccc2NC3c2cccs2)cc1 (stereo not drawn)
  24&19	4&-4
- O=c1c(-c2ccccc2)c(C(F)(F)F)oc2c3c(ccc12)OCN(CC1CCCO1)C3 (stereo not drawn)
  0	-2
- Cc1noc(-c2nn(C)c3c2CN(C(=O)c2c(F)cccc2F)CC3)n1
  -11	-3
- O=C(O)/C=C/c1c[nH]c2ccccc12
  2	.
- COc1ccccc1C(=O)Nc1ccc(-c2cc3ccccc3oc2=O)cc1
  -7	0
- O=C(Nc1nc2ccccc2s1)c1cc([N+](=O)[O-])cc([N+](=O)[O-])c1
  10	1
- O=C(Nc1ccccc1C(F)(F)F)c1ccsc1
  .	-2
- O=C(Nc1nn[nH]n1)c1cccs1
  4	-9
- Cc1cc(=O)[nH]c2c1c(-c1ccccc1)nn2C
  .	-1
- O=C1c2ccccc2C(=O)N1CNc1ccc(I)cc1
  20	15
- Cc1ccc(NC(=O)c2cc3c(CO)cnc(C)c3oc2=Nc2ccccc2)cc1
  -3	4
- CSC1=C(C#N)C(c2ccc(Cl)cc2)CC(=O)N1 (stereo not drawn)
  -4	-2
- CC(=O)N(c1ccccc1)C1(C(=O)NC2CCCCC2)CCCCC1
  1	-8
- COc1ccc(C=C2Oc3c(ccc(O)c3CN3CCCC3)C2=O)cc1
  6	-20
- O=C(c1ccc(F)cc1)N1CCN(Cc2ccccc2[N+](=O)[O-])CC1
  -2	-2
- c1ccc(-c2cccs2)nc1
  .	-15
- CCN1c2cc(C)ccc2-n2cccc2C12CCN(C(=O)Nc1ccccc1C)CC2
  28	2
- COc1ccc2c(c1)C(C)(C)C1(C=Cc3cc([N+](=O)[O-])cc(OC)c3O1)N2C (stereo not drawn)
  61*	3
- O=C1CCCC2=C1C(c1cccc(F)c1Br)n1c(nc3ccccc31)N2 (stereo not drawn)
  5	-14
- COc1ccc(S(=O)(=O)N2CCC(C(=O)Nc3ccc(F)c(Cl)c3)CC2)cc1OC
  4	-9
- CCCc1[nH]nc2c1C(c1ccc(Br)s1)C(C#N)=C(N)O2 (stereo not drawn)
  0&1	-4

An unsorted share of the library; 3.5% or so of the library scored in one or more.
